# Efa HMGR inh – blocks class II HMG-CoA reductase of Enterococcus faecalis; purified E. faecalis HMGR, NADPH absorbance 340 nm kinetic; inhibition, % at 10 µM; 0.41% of 190,000 active; AID 1066;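 active = inhibition above a set limit, the median over all tested compounds plus 3 SD, cut at about 9.5% in these data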;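 also: enzyme runs in reverse so mevalonate oxidation gives rising NADPH absorbance; 0% = complete reaction with DMSO and 100% = background rate lacking mevalonate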
# TNAP inh noacc – inhibitors of human TNAP without phosphate acceptor | 0.26% of 200,000 active | inhibition, % at 20 µM | purified TNAP, CDP-star luminescence, 30 min;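 active = tissue-nonspecific alkaline phosphatase inhibition above about 50% at 20 µM in the single-dose screen, limit read from the data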;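 also: 0% = DMSO negative control and 100% = EDTA positive control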
# Target sequence (P05186 whole entry, looked up): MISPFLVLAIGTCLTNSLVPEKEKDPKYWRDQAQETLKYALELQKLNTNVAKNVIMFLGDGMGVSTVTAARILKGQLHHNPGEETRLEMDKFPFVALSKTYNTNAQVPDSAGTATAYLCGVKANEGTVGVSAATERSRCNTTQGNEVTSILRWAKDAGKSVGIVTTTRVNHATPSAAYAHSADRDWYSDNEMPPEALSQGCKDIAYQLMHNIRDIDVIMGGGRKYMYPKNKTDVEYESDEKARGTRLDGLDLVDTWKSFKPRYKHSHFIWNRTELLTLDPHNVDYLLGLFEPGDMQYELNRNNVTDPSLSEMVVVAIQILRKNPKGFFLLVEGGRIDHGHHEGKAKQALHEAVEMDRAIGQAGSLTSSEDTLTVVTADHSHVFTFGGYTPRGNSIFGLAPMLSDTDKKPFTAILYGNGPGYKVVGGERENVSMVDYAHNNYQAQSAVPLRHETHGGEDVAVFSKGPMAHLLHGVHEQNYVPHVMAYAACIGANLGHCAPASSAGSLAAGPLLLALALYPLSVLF
# PPARg SRC-1 ag – PPARgamma-driven SRC-1 recruitment agonism | 0.41% of 200,000 active | PPARgamma-SRC-1 coactivator recruitment biochemical assay | P37231 | activation, % at 8 µM; in the data active = activation above about 19%;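 also: 0% = DMSO and 100% = reference agonist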
# bIAP inh – intestinal alkaline phosphatase (bovine) inhibition. purified bovine IAP, CDP-star luminescence, 30 min. inhibition, % at 20 µM. 190,000 tested, under 10 active;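 active = over 50% inhibition of intestinal alkaline phosphatase at 20 µM in the single-dose screen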
#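 test system = bovine IAP enzyme | medium = DEA buffer 100 mM, pH 9.8, with MgCl2 1.0 mM, ZnCl2 0.02 mM | detection = luminescence | dosing = single compound dose of 20 µM, 2% DMSO final | incubation = 30 min reaction at room temperature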
# PPARg SRC3 recr – agonists of human PPARgamma SRC-3 coactivator recruitment | biochemical PPARgamma/SRC-3 coactivator recruitment assay | 0.26% of 200,000 active | activation, % at 8 µM; in the data active = activation above about 23%;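 also: 0% = DMSO and 100% = reference agonist; some compounds past the cut are filed as inactive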
# SRC2 TRFRET art – TR-FRET artefact, counter-screen to PPARgamma/SRC-2 agonist assay. active compounds read high. TR-FRET ratio at 8 µM. 0.4% of 200,000 active; in the data active = TR-FRET ratio above about 2000; also: inactives centre near 1500
# TNAP act hiacc – increases human TNAP activity under high phosphate acceptor concentration | activation factor at 20 µM | P05186 | purified TNAP, CDP-star luminescence, 1 M DEA, 30 min; active compounds read high; 0 = EDTA background, 1 = DMSO-only activity | 200,000 tested, under 10 active;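 active = activation factor at least 2 at 20 µM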
#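 Control set: EDTA negative control, DMSO positive control / Assay system: human TNAP / Quantity: TNAP 1/800 final / Evaluation: TNAP activation factor scaled between EDTA and DMSO control wells / Measured by: luminescent substrate turnover signal / Compound dosing: one dose, 20 µM / Times: 30 min enzyme reaction at room temperature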
# bIAP act – increases bovine intestinal alkaline phosphatase activity | AID 1016 | 0.17% of 200,000 active | purified bovine IAP, CDP-star luminescence, 30 min; active compounds read high; fold of DMSO-control signal, blank-subtracted | activation factor at 20 µM;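 active = activation factor of 2 or more at 20 µM, a signal rise over negative controls twice the positive control's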
# TNAP inh hi DEA – TNAP (human) inhibition, high acceptor; AID 1135; purified TNAP, CDP-star luminescence, 1 M DEA; inhibition, % at 20 µM; P05186; 0.03% of 200,000 active;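 active = over 50% inhibition of tissue-nonspecific alkaline phosphatase at 20 µM in the single-dose screen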;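 also: plate controls were DMSO wells for no effect and EDTA-quenched wells as full inhibition for full effect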
# PPARg SRC2 recr – agonists of SRC-2 recruitment by human PPARgamma; PPARgamma LBD-SRC-2 recruitment, biochemical; activation, % at 8 µM; 0.34% of 200,000 active; in the data active = activation above about 22%;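 also: 0% = vehicle and 100% = reference agonist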
# * = called active by the depositor; . = no result given.
SMILES,Efa HMGR inh,TNAP inh noacc,PPARg SRC-1 ag,bIAP inh,PPARg SRC3 recr,SRC2 TRFRET art,TNAP act hiacc,bIAP act,TNAP inh hi DEA,PPARg SRC2 recr
Cc1ccc(CN(Cc2cccnc2)C(=S)Nc2cc(Cl)ccc2C)cc1,1,-18,5,7,2,1419,1.1,0.9,-7,-4
Cc1ccc(-c2csc(NC(=O)CSc3nc4ccccc4[nH]3)n2)cc1,-1,-67,3,11,2,1514,1,0.9,-1,10
COC(=O)CCC(=O)c1oc2ccc(Cl)cc2c1NC(=O)CCCN1C(=O)c2ccccc2C1=O,-8,-4,7,5,-5,1509,1,0.9,-3,3
COC(=O)c1cc2ccccc2c(-c2c(OC)c(C(=O)OC)cc3ccccc23)c1OC,-6,-1,-4,0,-4,1472,1,1,-2,-10
O=c1[nH]c(=O)n(Cc2ccco2)c2c1C(C(F)(F)F)(C(F)(F)F)N=C(CCc1ccccc1)N2,-2,-5,-4,-2,-5,1514,1,1,-3,-6
Cc1csc2ncc(C(=O)NCCc3ccccc3)c(=O)n12,1,-6,-3,-20,-4,1315,1,1.2,0,-11
CCOC(=O)C(NC(=O)c1ccc(OC)cc1)(N1CCCC1=O)C(F)(F)F (stereo not given),-9,-4,10,7,2,1608,1,0.9,0,8
Cc1ccccc1-c1coc2cc(O)ccc2c1=O,3,0,6,7,-4,1454,1,0.9,-1,6
O=C(Cc1c[nH]c2ccccc12)N1CCN(c2ccccc2)CC1,-2,-7,11,11,2,1679,1.1,0.9,-7,1
COc1ccc(N2CC(C(=O)NCCCN3CCOCC3)CC2=O)cc1 (stereo not given),-2,0,4,3,2,1440,1,1,-2,0
CCN(CC)CCn1c(SCC(=O)NCc2ccco2)nc2c(sc3ccccc32)c1=O,-13,-8,7,5,9,1561,1,1,-1,9
CN1c2ccsc2/C(=N/NC(=O)c2c(F)cccc2F)CS1(=O)=O,-5,-9,7,5,0,1571,1.1,1,-5,13
COc1cc(/C=C/C(=O)O)cc(S(=O)(=O)NCCCO)c1OC,-8,-11,-1,-4,-2,1619,1,1,-5,-1
O=C(O)CNC(=O)/C=C/c1c(Cl)cccc1Cl,-1,-8,-1,-5,-4,1414,1,1.1,-1,2
CCC(Cc1ccccc1)NC(=O)CN1C(=O)CSc2ncccc21 (stereo not given),1,-10,6,9,7,1791,1,0.9,0,-1
CN(C)S(=O)(=O)c1ccc(Cl)c(NC(=O)COC(=O)c2cc(-c3ccccc3)nc3ccccc23)c1,1,-9,0,-1,4,1505,1,1,2,-2
CCCc1cc(-c2n[nH]c(=S)n2CC)cs1,-3,-4,4,4,0,1620,1,1,-2,-6
COc1cccc(OCCn2ccnc2)c1,-1,-8,-2,4,16,1344,1,1,-2,-6
Cc1ccc(S(=O)(=O)N2CCN(CC(=O)N/N=C/c3ccco3)CC2)cc1,1,-18,-5,-7,-2,1344,1,1.1,-2,4
COc1ccc(CN2C(=O)/C(=C/c3ccncc3)SC2=S)cc1,-3,11,7,-4,4,1607,1,1,3,6
O=C1CCCc2nc(N3CCN(Cc4ccccc4)CC3)ncc21,-3,-10,1,-13,0,1430,1,1.1,-4,-2
Cc1nn2c(nc1=O)SCC(c1ccccc1)=N2,0,-1,-6,-2,-3,1588,1,1,-3,2
Cc1cc(=O)oc(C)c1C(=O)OC(C(=O)c1ccccc1)c1ccccc1 (stereo not given),3,-4,6,-2,0,1525,1,1,1,-1
CSc1nc2ccsc2c(=O)n1-c1ccccn1,-4,-10,0,-2,0,1532,1,1,-4,3
COc1ccc(CCNC(=O)C2CCCN(c3ncccn3)C2)cc1 (stereo not given),3,-10,8,6,2,1610,1,0.9,0,2
Cc1csc(NC(=O)c2cc3c(C)nn(Cc4ccccc4Cl)c3s2)n1,0,-5,3,11,-1,1418,1,0.9,-3,-9
O=S(=O)(/N=C(/Sc1ccccc1)c1ccccc1)c1ccccc1,4,17,8,38,-5,1426,1.1,0.6,-5,3
CN(Cc1ccccc1)C(=O)c1ccccc1NC(=O)c1ccco1,-2,-11,1,-18,7,1583,1,1.2,-5,1
CCC(=O)Nc1nc(CC(=O)Nc2ccccc2)cs1,-11,-14,7,6,8,1579,1,0.9,-4,3
COc1ccccc1-c1nn2c(-c3ccc(C(C)(C)C)cc3)nnc2s1,.,-3,.,-9,.,.,1,1.1,-3,.
Nc1cc(N2CCOCC2)c(Cl)cc1[N+](=O)[O-],1,0,8,6,4,1529,1,0.9,2,4
O=C(C1CCN(S(=O)(=O)c2cccs2)CC1)N1CCN(c2ccccc2)CC1,-1,-11,2,-1,0,1417,1,1,-1,-1
Cc1ccc(NC(=O)CCSc2nnc(Cc3ccccc3)o2)cc1,3,-10,4,8,-3,1526,1,0.9,0,-2
COC(=O)CN(n1cnnc1)S(=O)(=O)c1ccc(C)cc1,-5,7,0,-7,-5,1568,1,1.1,0,5
CN(C(=S)NC(=O)c1ccccc1Br)C1CCCCC1,-1,-7,7,-5,-6,1573,1,1,1,8
COc1ccccc1CNc1ccc(N2CCOCC2)c(C(=O)O)c1,-2,-13,-1,6,3,1578,1,0.9,-4,4

# The last five entries of the part before open the next one:
SMILES,Efa HMGR inh,TNAP inh noacc,PPARg SRC-1 ag,bIAP inh,PPARg SRC3 recr,SRC2 TRFRET art,TNAP act hiacc,bIAP act,TNAP inh hi DEA,PPARg SRC2 recr
O=C(C1CCN(S(=O)(=O)c2cccs2)CC1)N1CCN(c2ccccc2)CC1,-1,-11,2,-1,0,1417,1,1,-1,-1
Cc1ccc(NC(=O)CCSc2nnc(Cc3ccccc3)o2)cc1,3,-10,4,8,-3,1526,1,0.9,0,-2
COC(=O)CN(n1cnnc1)S(=O)(=O)c1ccc(C)cc1,-5,7,0,-7,-5,1568,1,1.1,0,5
CN(C(=S)NC(=O)c1ccccc1Br)C1CCCCC1,-1,-7,7,-5,-6,1573,1,1,1,8
COc1ccccc1CNc1ccc(N2CCOCC2)c(C(=O)O)c1,-2,-13,-1,6,3,1578,1,0.9,-4,4
Cc1ccc(NC(=O)CS(=O)CC(=O)NCCCN(C)c2ccccc2)cc1 (stereo not given),-6,-2,-3,-2,2,1447,1,1,5,-5
O=C(c1ccco1)N1CCN(S(=O)(=O)c2ccc3c(c2)CCN3C(=O)C2CC2)CC1,-7,-4,-8,-7,-6,1669,1,1.1,0,0
CCNC(=S)N(Cc1ccco1)Cc1cc2cc(OCC)ccc2[nH]c1=O,-2,-4,-4,-14,-1,1372,1,1.1,-4,-1
CCOCCCNC(=O)c1ccc(N(C)S(=O)(=O)c2ccc(OC)cc2)cc1,-1,-5,-5,0,2,1390,1.1,1,-9,-5
Cc1ccccc1N=C(NOCc1ccc(Cl)cc1Cl)c1nonc1N,-2,-7,4,.,3,1491,1,0.3,0,6
Cn1c(=O)n(C)c2cc(/C=N/N=C3/NC(=O)C(CC(=O)O)S3)ccc21 (stereo not given),1,9,3,-19,2,1484,1,1.2,-2,7
CCS(=O)(=O)c1c([N+](=O)[O-])ncn1C,-2,-2,-2,-4,4,1560,1,1,0,10
CCOc1ccccc1Nc1ncnc2c1cnn2-c1ccccc1,.,-6,.,6,.,.,1,0.9,2,.
COc1ccc(N(C(=O)c2ccco2)C(C(=O)NC2CCCC2)c2cccs2)cc1 (stereo not given),-8,-10,-10,-14,4,1431,1.1,1.1,-6,4
CN(C)CCCN(C(=O)c1sc2ccccc2c1Cl)c1nc2c(F)cccc2s1,0,-40,7,1,0,1676,1,1,4,6
O=C(c1ccc(F)cc1)c1cc2ccccc2o1,0,-13,6,9,17,1709,1.1,0.9,-7,4
COc1cc(OC)c(-n2cc(-c3ccc(Cl)cc3)[nH]c2=O)cc1Cl,1,-11,2,1,2,1737,1.1,1,-7,12
O=C(NN=C1CCCC1)c1sc2ccccc2c1Cl,1,-79,7,36,1,1677,1.1,0.6,-6,-1
c1ccc2c(c1)[nH]c1nc(SCCN3CCOCC3)nnc12,-5,2,0,-1,-8,1401,1,1,2,1
CN(c1ccc(C(=O)NCCSCc2ccco2)cc1)S(C)(=O)=O,-4,-5,4,8,6,1586,1,0.9,-2,9
COc1ccccc1OCc1ccc(C(=O)N2CCN(C)CC2)o1,2,-4,5,-9,1,1524,1,1.1,-1,0
CSc1ncc(Cl)c(C(=O)NCc2ccc3c(c2)OCO3)n1,0,-7,-11,8,5,1569,1,0.9,-5,-4
O=C(c1cc2cc([N+](=O)[O-])ccc2oc1=O)n1cccn1,-2,4,-5,15,1,1452,0.9,0.8,9,0
Cn1nnc(NC(=S)NC(=O)Cc2ccccc2)n1,-3,1,13,-3,6,1711,1,1,-1,4
CC(C)(C)NC(=S)NNC(=O)c1ccc2ncccc2c1,2,-157,9,-45,5,1566,1,1.5,1,9
O=c1c2ccccc2ncn1-c1ccc2c(c1)OCCO2,-5,-14,-1,8,-1,1412,1.1,0.9,-7,-5
CC1Cc2ccccc2N1C(=O)C12CCC(C)(C(=O)C1)C2(C)C (stereo not given),0,-6,3,7,0,1588,1.1,0.9,-5,5
C/C(=N\Nc1cc(-c2ccccc2)nc(-c2ccc(Br)cc2)n1)c1cccc(N)c1,.,.,3,.,18,1514,.,.,.,4
CC(C)(C(=O)c1ccccc1)/[N+]([O-])=C/c1ccc(F)cc1,.,.,2,.,-4,1584,.,.,.,7

# Single records (already shown). Screens in order: Efa HMGR inh | TNAP inh noacc | PPARg SRC-1 ag | bIAP inh | PPARg SRC3 recr | SRC2 TRFRET art | TNAP act hiacc | bIAP act | TNAP inh hi DEA | PPARg SRC2 recr
# Entry for C/C(=N\Nc1cc(-c2ccccc2)nc(-c2ccc(Br)cc2)n1)c1cccc(N)c1 → . | . | 3 | . | 18 | 1514 | . | . | . | 4
# Entry for Cn1nnc(NC(=S)NC(=O)Cc2ccccc2)n1 → -3 | 1 | 13 | -3 | 6 | 1711 | 1 | 1 | -1 | 4

# Assay outcomes as filed in PubChem BioAssay.
